Screens: PubChem BioAssay, National Center for Advancing Translational Sciences (NCATS)
KB-V1 MDR tox: qHTS assay for MDR1-selective chemotherapeutics: Primary screen using the drug-selected MDR subline cells KB-V1. Potency, µM (titrated, usually from 46.1 µM), without a hit: top-dose activity change, negative = cytotoxicity, actives largely listed as cytotoxic. KB-V1 MDR cells viability, CellTiter-Glo, 72 h. actives 3.4% (n = 400,000); note: potency is the fitted concentration of half-maximal effect; % is set by controls: 0 for no effect and ±100 for the full control effect; nearly all actives have a fitted effect of over 60% in size
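Potencies derive from concentration-effect curves fitted to normalized luminescence (CellTiter-Glo) of KB-V1 cells treated for 72 h at 37 degrees C in phenol-red-free DMEM containing 10% FBS.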
HT1080-NT tox: qHTS for induction of synthetic lethality in tumor cells producing 2HG: qHTS for the HT-1080-NT fibrosarcoma cell line. Potency, µM (titrated, usually from 46.1 µM), inactives show at the top dose activity, negative = less viability, usual class: cytotoxic. actives 1.6% (n = 360,000). HT-1080-NT fibrosarcoma viability, CellTiter-Glo ATP luminescence, 48 h;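 note: NT is the 2HG producing partner of a matched IDH1 knockdown line; potency is the fitted concentration of half-maximal effect; 0% = DMSO-treated cells and -100% = media-only wells without cells; nearly all actives have a fitted effect of over 55% in size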
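HT-1080-NT; 750 cells/well; 5% FBS RPMI; 48 h compound, 37 degrees C; CellTiter-Glo luminescence; curve fitting and curve-class assignment.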
SW480 rerep: A quantitative high throughput screen for small molecules that induce DNA re-replication in SW480 colon adenocarcinoma cells | SW480 DNA re-replication, Hoechst DNA content imaging, 48 h | Potency, µM (doses to about 46.1 µM), inactives show at the highest dose re-replication activation, usual class: activators | actives 1.8% (n = 340,000); note: potency is the fitted concentration of half-maximal effect; % of control where 0% means no effect; nearly all actives have a fitted effect of over 55% in size
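First, 250 cells per well were seeded. Next, compound or vehicle (23 nL) was pinned in, plates sat 48 hr at 37 C. Finally Hoechst was added for 40 min before fluorescence scanning.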
KB-3-1 cytotox: qHTS assay for MDR1-selective chemotherapeutics: Primary screen using the parental adenocarcinoma cell KB-3-1 | KB-3-1 viability, CellTiter-Glo ATP luminescence, 72 h | Potency, µM (series often up to 46.1 µM), for inactives: top-dose activity change, negative = cytotoxic, usual class: cytotoxic | actives 1.4% (n = 400,000) | AID 1347075, 2019; note: potency is the fitted concentration of half-maximal effect; % is set by controls: 0 for no effect and ±100 for the full control effect; nearly all actives have a fitted effect of over 60% in size
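Parental KB-3-1 adenocarcinoma cells in phenol-red-free DMEM with 10% FBS were pin-treated with compounds at several concentrations, incubated 72 h at 37 °C, and viability read by CellTiter-Glo luminescence; concentration-effect curves were fitted after normalization.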
MCF10A rereplic: A quantitative high throughput screen for small molecules that induce DNA re-replication in MCF 10a normal breast cells; Potency, µM (titrated, usually from 46.1 µM), inactives show at the top dose activity, positive = re-replication, most hits filed as activators; actives 2.9% (n = 350,000); MCF 10A DNA re-replication, Hoechst nuclear intensity, 48 h; AID 624296, 2012; note: potency is the fitted concentration of half-maximal effect; % of control where 0% means no effect; nearly all actives have a fitted effect of over 50% in size
IL-1B inflam inh: qHTS for Inhibitors of Inflammasome Signaling: IL-1-beta AlphaLISA Primary Screen. THP-1 LPS/ATP IL-1B secretion, AlphaLISA, 16 h; stronger effect = lower value. activity change, % at 57.5 µM. actives 4.7% (n = 360,000). AID 743279, 2014; in the data active = activity change below about -50%; inconclusive = mostly about -30% to -49%; note: % is set by controls: 0 for no effect and ±100 for the full control effect
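THP-1 cells pretreated 1 hr with compounds (up to 57.5 uM final), then stimulated with LPS (250 ng/mL final) plus ATP (1.25 mM final); secreted IL-1B measured by AlphaLISA after 16 hr, decreased signal indicating inhibition.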
HT1080 IDH1KD tx: qHTS for induction of synthetic lethality in tumor cells producing 2HG: qHTS for the HT-1080-IDH1KD cell line | HT-1080 IDH1 knockdown viability, ATP luminescence, 48 h | Potency, µM (series often up to 46.1 µM), without a hit: at the top dose activity, negative = toxicity, most hits filed as cytotoxic | actives 2% (n = 360,000);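 note: potency is the fitted concentration of half-maximal effect; 0% = DMSO wells and -100% = cell-free medium wells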
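After a 2 h attachment period, IDH1KD HT-1080 cells took pin-transferred compound for 48 h at 37 °C; ATP-based luminescence after 10 min room-temperature reagent incubation reported viability.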
ATXN viability: Viability Counterscreen for Primary qHTS for Inhibitors of ATXN expression | S2 cells (HEK-293 line with an ATXN2-luciferase reporter) viability, CellTiter-Fluor protease fluorescence, 24 h | Potency, µM (top dose mostly 56.7 µM), usual class: cytotoxic | actives 0.49% (n = 400,000) | AID 651635, 2014; note: potency is the fitted concentration of half-maximal effect; nearly all actives have a fitted effect of over 40% in size
ATXN2 expr inh: Primary qHTS for Inhibitors of ATXN expression | actives 0.72% (n = 360,000) | Potency, µM (series often up to 57 µM), for inactives: top-dose activity change, negative = inhibition, usual class: inhibitors | HEK-293 ATXN2-luciferase reporter, luminescence, 24 h | AID 1745845, 2022; note: potency is the fitted concentration of half-maximal effect; % is set by controls: 0 for no effect and ±100 for the full control effect; nearly all actives have a fitted effect of over 55% in size
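ATXN2-luciferase reporter cells (luciferase flanked by upstream and downstream ATXN2 gene portions) were treated 24 h at 37 °C with compounds at up to 57 uM. SteadyGlo luminescence gave expression; GF-AFC fluorescence gave viability.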
An asterisk follows results filed as active; i = inactive; ? = inconclusive; / = no result given; [ ] = remark or other dose. Unless noted, calls come from the whole dose curve; as a rule, active = well fitted curve in the direction sought with a large enough effect; inconclusive = small, poorly fitted or top-dose-only effect, or another doubt; inactive = no such curve, though single readings can be large; an effect the other way counts as inactive or inconclusive.

SMILES	KB-V1 MDR tox	HT1080-NT tox	SW480 rerep	KB-3-1 cytotox	MCF10A rereplic	IL-1B inflam inh	HT1080 IDH1KD tx	ATXN viability	ATXN2 expr inh
Cc1cccc(C)c1NC(=O)NC1CCc2ccccc21 (stereo not drawn)	3%	10%	-6%	5%	6%	4	18%	i	0%
COc1ccc(-c2nnc(Nc3ccc(OC)c(C(=O)N4CCCCC4)c3)c3ccccc23)cc1	-27%	3%	3%	3%	2%	-14	4%	?	-15%
CCn1ncc(-c2cc(C(=O)O)no2)c1C	1%	-4%	0%	9%	-3%	30	-1%	i	-14%
COc1cccc(C(C#N)N2N=C(C)CC2(C)C)c1O (stereo not drawn)	-3%	6%	0%	-2%	-2%	14	-4%	i	2%
COc1ccc(S(=O)(=O)NC(=O)C2(C)CCN2C(=O)Cc2cc(F)ccc2F)cc1 (stereo not drawn)	3%	20%	/	0%	/	22	2%	i	2%
CCOC(=O)C1CCN(C(=O)CC(C)c2ccccc2)CC1 (stereo not drawn)	2%	0%	2%	-3%	29%	1	3%	i	2%
Cc1csc(C(C)NC(=O)c2ccc(OC3CCN(CCc4ccccc4)CC3)cc2)n1 (stereo not drawn)	-1%	-18%	?	-20%	0%	10	-20%	i	-17%
COc1ccc([N+](=O)[O-])cc1NC(=O)C(C)OC(=O)c1cccnc1 (stereo not drawn)	?	5%	-13%	-1%	2%	29	2%	i	2%
O=C(CSc1nnc(C2COc3ccccc3O2)o1)N1CCCc2ccccc21 (stereo not drawn)	-27%	-1%	-6%	-22%	18%	-3	-3%	i	5%
O=C(COC(=O)/C=C/c1ccccc1Cl)NCC1CCCO1 (stereo not drawn)	1%	4%	-7%	16%	-8%	-15	-1%	i	2%
Cc1ccc(-c2nc(CN(CC3CCC3)CC3CCCO3)c(C)o2)s1 (stereo not drawn)	-5%	2%	1%	-8%	11%	13	8%	i	-15%
Cc1c2c(n3c(nc4ccccc43)c1C#N)N(CCN(C)C)CC2	-7%	-15%	9.2µM*	-19%	16µM*	-23	0%	/	-29%[11.3 µM]
COc1ccccc1C(=O)N(Cc1nc(-c2cccc(C)c2)no1)C(C)C	?	/	/	-4%	/	/	/	?	-16%
CCOC(=O)C1=CC[C@@H](c2cccc(Br)c2)N(S(=O)(=O)c2ccc(F)cc2)[C@H]1c1cccc(Cl)c1	?	0%	/	?	/	11	-6%	/	/
O=C(/C=C/c1ccccc1)NC(=S)NNC(=O)c1ccco1	0%	-15%	-1%	2%	26%	63	-8%	i	-17%

Whole records, looked up by structure:
CCn1ncc(-c2cc(C(=O)O)no2)c1C is listed with KB-V1 MDR tox = 1%; HT1080-NT tox = -4%; SW480 rerep = 0%; KB-3-1 cytotox = 9%; MCF10A rereplic = -3%; IL-1B inflam inh = 30; HT1080 IDH1KD tx = -1%; ATXN viability = i; ATXN2 expr inh = -14%
CCOC(=O)C1CCN(C(=O)CC(C)c2ccccc2)CC1 (stereo not drawn) is listed with KB-V1 MDR tox = 2%; HT1080-NT tox = 0%; SW480 rerep = 2%; KB-3-1 cytotox = -3%; MCF10A rereplic = 29%; IL-1B inflam inh = 1; HT1080 IDH1KD tx = 3%; ATXN viability = i; ATXN2 expr inh = 2%
Cc1c2c(n3c(nc4ccccc43)c1C#N)N(CCN(C)C)CC2 is listed with KB-V1 MDR tox = -7%; HT1080-NT tox = -15%; SW480 rerep = 9.2µM*; KB-3-1 cytotox = -19%; MCF10A rereplic = 16µM*; IL-1B inflam inh = -23; HT1080 IDH1KD tx = 0%; ATXN viability = /; ATXN2 expr inh = -29%[11.3 µM]

Other entries.
SMILES	KB-V1 MDR tox	HT1080-NT tox	SW480 rerep	KB-3-1 cytotox	MCF10A rereplic	IL-1B inflam inh	HT1080 IDH1KD tx	ATXN viability	ATXN2 expr inh
CS(=O)(=O)N1CCC(Oc2ccccc2C(=O)NC2CCOC2)CC1 (stereo not drawn)	4%	5%	-2%	7%	-5%	23	12%	i	-1%[11.3 µM]
CCOC(=O)c1c(C)[nH]c(C)c1S(=O)(=O)N1CCC(C(=O)NCc2ccc(F)cc2)CC1	1%	/	/	15%	/	/	/	i	-8%
COc1ccc(OC)c(C2C3=C(CCCC3=O)Nc3nnnn32)c1 (stereo not drawn)	?	5%	1%	1%	0%	12	7%	i	2%
Cc1cc(C(=O)OCC(=O)Nc2ccc(F)cc2[N+](=O)[O-])c2ccccc2n1	1%	13%	-2%	0%	0%	34	15%	i	2%
Cc1cc(NC(=O)CN2C(=O)C3CC=CCC3C2=O)no1 (stereo not drawn)	3%	9%	-5%	0%	6%	7	10%	i	2%
CN1CCN(CC(O)COc2ccc(C(=O)O)cc2)CC1 (stereo not drawn)	0%	19%	1%	11%	?	0	29%	i	-13%
Cc1ccccc1CN1C(=O)CN(S(C)(=O)=O)CC1(C)C(=O)Nc1c(C)cccc1C (stereo not drawn)	-12%	17%	/	0%	/	-8	20%	/	/
Nn1c(SCC(=O)Nc2ccc3c(c2)OCO3)nncc1=O	18%	0%	4%[1.84 µM]	0%	9%	24	7%	i	4%
COc1ccccc1C(CC(=O)Nc1ccc(C)c(C)c1)c1ccc(OC(C)C)cc1 (stereo not drawn)	-14%	?	?	-3%	-15%	6	?	i	-9%
COc1ccccc1NC(=O)c1ccc(NS(=O)(=O)c2cccc3cccnc23)cc1	-7%	-7%	0%	6%	2%	-11	-13%	i	-15%
Cn1cc(CN2CCc3ccccc3C2)c2ccccc21	14%	-5%	-2%	-2%	?	-16	?	?	?
CCOc1ccc(NC(=O)COC(=O)CSCC(=O)Nc2ccc(C)cc2C)cc1	10%	3%	-6%	0%	-9%	-1	0%	i	6%
CCn1cnc2sc(C(=O)Oc3cccc(C)c3)c(C)c2c1=O	15%	-4%	10%	-5%	-14%	-16	19%	i	23%
Cc1cccc(CC(=O)NCCN2CCOCC2)c1	-3%	0%	-8%	0%	-16%	-6	6%	i	5%
CC(C)C(NC(=O)c1ccc(C(C)(C)C)cc1)C(=O)OCC(=O)NC(=O)Cc1ccccc1 (stereo not drawn)	0%	8%	3%	16%	6%	8	19%	i	2%
FC(F)(F)C(F)(F)c1nnc2ccc(-n3ccnc3)nn12	3%	12%	5%	5%	1%	-5	12%	i	-8%
CCNC(=O)C1(C)CCCN(Cc2cccc(Oc3ccccc3)c2)C1 (stereo not drawn)	3%	9%	/	0%	/	6	-4%	i	-5%
COc1ccc2c(c1)nc(SCC(=O)c1cccs1)n2C	4%	3%	-5%	-8%	5%	20	?	i	46%[activator]
Clc1ccc(/C=C/c2ncc3ccccn23)cc1	?	-13%	23µM*	-20%	18µM*	?	-18%	/	84%[activator]
NNC(=O)c1oc2ccccc2c1-n1cccc1	-5%	4.6µM*	?	0%	?	71	4.1µM*	/	18%
CCC(C)NC(=O)[C@H]1N2C(=O)c3c(ccc(OC)c3OC)C2SC1(C)C (stereo partly drawn)	3%	3%	-1%	2%	4%	20	2%	i	-3%
COc1ccc(-n2nc(C(=O)NCC(=O)NCCc3ccc(OC)c(OC)c3)c3ccccc3c2=O)cc1Cl	?	-2%	20%	?	?	-25	-4%	?	-14%
CCNc1nc(NCC)n2c(SCc3ccc(F)cc3)nnc2n1	-10%	2%	-4%	-5%	2%	-5	2%	i	2%
O=S(=O)(c1ccc(Cl)cc1)c1nc(-c2ccccc2Br)oc1NCc1ccccc1	-11%	/	/	-23%	/	/	/	i	-2%
COCCN1C(=O)c2ccc(C(=O)NCc3cccnc3)cc2C1=O	0%	-20%	?	-4%	0%	20	-5%[9.24 µM]	i	0%
Cc1cc(OC(C)C(=O)NCCN2CCOCC2)c2c(C)cc(=O)oc2c1 (stereo not drawn)	18%	12%	-4%	18%	4%	5	8%	i	4%
O=C(c1nn2c(C(F)(F)F)cc(-c3ccccc3)nc2c1Cl)N1CCN2CCCC2C1 (stereo not drawn)	-8%	-12%	-19%	-19%	0%	-64*	-16%	i	-30%
CC1(C)CC(=O)C(C2C3=C(CC(C)(C)CC3=O)OC3=C2C(=O)CC(C)(C)C3)=C(O)C1	-9%	16%	-7%	22%	-3%	0	13%	i	-21%
COc1ccc(-c2n[nH]c(=S)n2-c2ccccc2C)cc1OC	0%	-1%	-1%	11%	0%	26	-2%	i	1%
COc1ccc(CN(C(=O)/C=C/c2ccco2)C2CCS(=O)(=O)C2)cc1OC (stereo not drawn)	-15%	-2%	?	18%	0%	11	1%	i	6%
COc1ccc(OCC(=O)Nc2nnc(S(=O)(=O)N3CCc4ccccc43)s2)cc1	-8%	/	/	0%	/	/	/	i	7%
Cc1ccc(C)c(C(=O)COC(=O)c2c(-c3ccccc3)noc2C)c1	?	8%	-2%	-3%	10%	-11	2%	i	-7%
COc1ccc(OC)c(NC(=O)c2cc3cccc(OC)c3oc2=O)c1	9%	/	/	-2%	/	/	/	i	12%
CCC(C)C(=O)Nc1ccc(S(=O)(=O)Nc2nccs2)cc1 (stereo not drawn)	20%	14%	-2%	2%	-1%	18	4%	i	/
COCCCNC(=O)Cc1c(C)c2c(cc(C)c3c(C)c(C)oc32)oc1=O	?	7%	?	?	7%	30	-8%	?	-18%
CCS(=O)(=O)Nc1ccc(C2=NN(C(=O)c3ccco3)C(c3cccc(F)c3)C2)cc1 (stereo not drawn)	-15%	-7%	1%	5%	-1%	-5	-11%	?	/
COc1ccc(C(=O)c2cnc(/N=C/N(C)C)s2)cc1	0%	17%	-2%	9%	1%	-4	2%	i	9%
COc1ccc(NC(=O)c2cccnc2Cl)c(S(=O)(=O)N2CCOCC2)c1	1%	2%	-5%	19%	1%	18	2%	i	11%
O=S(=O)(NCCc1cn2ccccc2n1)c1ccc(-c2ccccc2)cc1	-9%	-2%	6%	9%	14%	-2	-2%	i	-19%
